Source: PubChem BioAssay (several laboratories)
DYRK1A inh – rat Dyrk1A kinase inhibitors, primary screen, biochemical, single point, plate reader; inhibition, % at 12.5 µM; hit rate 0.43% among 310,000; ADP-Glo luminescence, NFATc1 peptide; Dual specificity tyrosine-phosphorylation-regulated kinase 1A (Rattus norvegicus), Q63470; in the data active means inhibition above about 50%;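 further: plate controls were vehicle with enzyme for no effect and no enzyme for full effect; many of its hits are not listed in these tables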
KCNQ1 block – inhibitors of human KCNQ1 channel, primary screen, cell-based, thallium flux, high-throughput | CHO-K1 KCNQ1, FluxOR thallium flux fluorescence; hits give high values | Potassium voltage-gated channel subfamily KQT member 1 (Homo sapiens), P51787 | B-score at 10 µM | hit rate 1.3% among 310,000;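 active means compounds whose thallium flux B-score, printed positive for inhibition, exceeds three library SD while starting fluorescence stays within three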;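 further: channel opened by potassium depolarization with thallium stimulus after 20 min compound exposure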
KCNQ1 pot – potentiators or activators of KCNQ1 channel, primary screen, cell-based, thallium flux, high-throughput; Potassium voltage-gated channel subfamily KQT member 1 (Homo sapiens), P51787; CHO-K1 KCNQ1, thallium flux FluxOR fluorescence; hits give high values; B-score at 10 µM; hit rate 0.35% among 310,000; AID 2648, 2010;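 active means fluorescence ratio B-score, a plate-corrected score, at least three library SD, with initial intensity B-score within 5 SD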
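System: Stable KCNQ1 CHO-K1 line | Incubation: 90 min dye loading and 20 min compound exposure, both at room temperature | Measure: Ratio B score | Medium: Assay buffer for compound exposure, DMSO matched across wells | Compound dosing: Single-concentration screen | Probe or stimulus: K+/Tl+ depolarizing stimulus | Measured by: Kinetic FluxOR fluorescence, 10 s baseline plus 110 s post-stimulus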
hERG protect – hERG rescue from dofetilide block, primary screen, cell-based, CHO-hERG, FluxOR thallium flux, dofetilide IC70. dofetilide IC70 present. activation (rescue from dofetilide block), less the hit threshold, % at 10 µM. hit rate 0.51% among 310,000;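 active means activation above the mean of controls blocked by dofetilide plus 5 SD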;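 further: thallium influx through hERG after potassium depolarization seen as dye fluorescence rise; in these data hits start at about 4.7%; inactives centre near -7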
PolyA inhibitor – polyadenylation inhibitors in yeast reporter cells, primary screen, luminescence, S. cerevisiae. S. cerevisiae SKY197-pL101 polyadenylation reporter, beta-gal luminescence; efflux-impaired pdr1/pdr3 knockout yeast; score 100 = 6 SD above DMSO. calls only at 12 µM. hit rate 0.02% among 300,000;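 active means lowest replicate activity score at least 50, where 100 means six control SD above control mean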;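 further: yeast exposed to compound for 9 h at 30 °C; higher score means more reporter readthrough which indicates perturbed polyadenylation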
KCNK9 block – KCNK9 potassium channel inhibitors, primary screen, HEK293 cells, thallium flux; B-score at 10 µM; AID 488922, 2010; FluxOR thallium flux fluorescence; hits give low values; hit rate 1.2% among 310,000; Potassium channel subfamily K member 9 (Homo sapiens), Q9NPC2;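 active means ratio B-score over 3 SD below the library mean, with starting fluorescence within 5 SD of its mean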;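 further: negative B-score means less thallium flux so channel inhibition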
RGS4 block – RGS4 inhibitors, primary screen, cell-based, HEK293 M3R inducible RGS4, calcium flux; Regulator of G-protein signaling 4 (Homo sapiens), P49798; Fluo-4 calcium flux; hits give high values; triggered by carbachol at its EC20; B-score at 10 µM; hit rate 0.45% among 310,000; AID 463165, 2010;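 active means B-score, a plate-corrected calcium signal, over three deviations above library mean, with baseline fluorescence within five deviations of library mean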;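 further: RGS4 expression induced by doxycycline in cells with stable M3 receptor; B-score is computed from the integrated fluorescence ratio over baseline after carbachol; higher B-score means a larger calcium signal and so more RGS4 inhibition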
Target sequence (P49798 whole entry, looked up): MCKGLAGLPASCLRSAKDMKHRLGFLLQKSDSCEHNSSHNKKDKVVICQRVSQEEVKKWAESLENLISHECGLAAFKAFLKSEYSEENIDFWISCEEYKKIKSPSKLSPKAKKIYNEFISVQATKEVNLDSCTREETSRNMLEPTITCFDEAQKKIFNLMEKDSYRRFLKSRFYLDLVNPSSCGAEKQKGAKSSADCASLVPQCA
RGS4 act – RGS4 potentiators or activators, primary screen, cell-based, HEK293 M3R inducible RGS4, calcium flux | carbachol calcium flux Fluo4; hits give low values | B-score at 10 µM | hit rate 0.92% among 310,000 | AID 463111, 2010;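 active means B-score of the integrated calcium signal more than 4 SD below the library mean, with starting fluorescence not abnormally high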;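 further: negative B-score means reduced calcium response which marks RGS4 activation or potentiation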
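Assay system: Inducible-RGS4 HEK293 cells carrying M3 receptor | Schedule: Compound preincubation 20 min at room temperature before agonist | Signal: Kinetic calcium fluorescence imaging with Fluo4-AM dye, 2 µM | Read-out basis: B score from integrated fluorescence ratio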
KCNK3 block – human KCNK3 channel inhibitors, primary screen, CHO cells, FluxOR thallium flux, B-score; hit rate 0.84% among 340,000; FluxOR fluorescence; hits give low values; Potassium channel subfamily K member 3 (Homo sapiens), O14649; B-score at 10 µM; AID 602410, 2012;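 active means B-score under library mean minus 4 SD, starting fluorescence ratio at most library mean plus 5 SD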;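 further: more negative B-score means stronger inhibition of thallium flux through KCNK3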
Target sequence (O14649 whole entry, looked up): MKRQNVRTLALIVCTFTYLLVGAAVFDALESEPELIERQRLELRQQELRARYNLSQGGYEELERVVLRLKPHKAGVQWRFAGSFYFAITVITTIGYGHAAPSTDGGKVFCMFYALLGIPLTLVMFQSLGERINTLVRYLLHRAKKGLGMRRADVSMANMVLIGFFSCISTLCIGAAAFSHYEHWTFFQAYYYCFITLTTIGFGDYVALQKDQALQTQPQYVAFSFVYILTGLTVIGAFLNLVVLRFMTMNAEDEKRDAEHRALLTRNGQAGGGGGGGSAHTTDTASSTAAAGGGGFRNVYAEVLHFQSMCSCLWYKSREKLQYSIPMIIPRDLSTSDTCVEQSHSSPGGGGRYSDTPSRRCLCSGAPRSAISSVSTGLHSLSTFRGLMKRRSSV
GSK3B inh – human GSK3beta kinase inhibitors, primary screen, biochemical, cell-free homogeneous, HTS | hit rate 0.038% among 300,000 | GST-GSK3beta kinase, ADP-Glo luminescence, 60 min; hits give low values | activity score (negative = inhibition), % at 10 µM | Glycogen synthase kinase-3 beta (Homo sapiens), P49841;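 active means more than half of replicate wells score below -50%, meaning over 50% inhibition versus plate controls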;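 further: 0% = median DMSO wells and -100% = median GW8510 positive control wells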
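Assay system: GST-tagged human GSK3beta kinase, cell-free; Input: 1.6 ng GSK3beta; Medium: Tris/MgCl2 kinase buffer; Timing: 60 min enzyme reaction, room temperature; Signal: ADP-Glo luminescence quantifying ADP generated by kinase; Evaluation: score relative to plate controls; Benchmarks: DMSO neutral wells and GW8510 at 20 µM as positive.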
GSK3 alpha inh – blockers of GSK3A enzyme activity – biochemical, luminescence, cell-free homogeneous, HTS, primary screen; Glycogen synthase kinase-3 alpha (Homo sapiens), P49840; GSK-3 alpha kinase, ADP-Glo luminescence, 60 min; inhibition, % at 10 µM; hit rate 0.1% among 320,000;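 in the data active means inhibition above about 50%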;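 further: GST-tagged GSK-3 alpha with peptide substrate and 25 µM ATP; 0% = DMSO neutral wells and 100% = GW8510 positive control wells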
Target sequence (P49840 whole entry, looked up): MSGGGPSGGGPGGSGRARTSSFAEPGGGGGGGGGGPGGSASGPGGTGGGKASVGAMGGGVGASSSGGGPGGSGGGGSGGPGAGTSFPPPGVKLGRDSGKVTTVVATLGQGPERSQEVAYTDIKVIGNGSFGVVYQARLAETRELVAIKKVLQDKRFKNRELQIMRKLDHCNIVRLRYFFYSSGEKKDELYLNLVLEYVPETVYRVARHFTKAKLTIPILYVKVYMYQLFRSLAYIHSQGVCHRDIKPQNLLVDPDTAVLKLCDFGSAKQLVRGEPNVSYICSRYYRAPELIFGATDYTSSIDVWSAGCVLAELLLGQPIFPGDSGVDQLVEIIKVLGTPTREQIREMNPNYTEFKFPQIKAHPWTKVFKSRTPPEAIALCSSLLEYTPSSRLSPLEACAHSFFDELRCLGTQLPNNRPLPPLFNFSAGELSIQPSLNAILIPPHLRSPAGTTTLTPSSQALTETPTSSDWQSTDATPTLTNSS
Starred values were filed as active, the others as inactive; i = inactive; . = not tested or not shown. Only part of the results is shown; count on the stated rates, not on these rows.

Compound | GSK3 alpha inh | hERG protect | KCNK3 block | RGS4 act | GSK3B inh | PolyA inhibitor | DYRK1A inh | KCNK9 block | RGS4 block | KCNQ1 pot | KCNQ1 block
Cc1c(OC(C)C(=O)NCC(O)c2ccccc2)ccc2c3c(c(=O)oc12)CCCC3 (stereo not given) | 0 | -15 | i | i | -3 | i | . | i | i | i | i
Nc1c(-c2ccc3c(c2)OCCO3)oc2ccccc2c1=O | -1 | -4 | i | i | 3 | i | -4 | i | i | i | i
CC1CCC(NC(=O)c2ccc(S(C)(=O)=O)cc2)CC1 (stereo not given) | 11 | -12 | i | i | 2 | i | 2 | i | i | i | i
COc1cc(/C=C(/C#N)c2nc3ccccc3[nH]2)ccc1OC(=O)c1ccco1 | -2 | -7 | i | i | -1 | i | -6 | i | i | i | i
O=C(CCCn1cncn1)N1CCCC(N2CCN(c3ccc(F)cc3)CC2)C1 (stereo not given) | 0 | -8 | i | i | 1 | i | 4 | i | i | i | i
COCCN1CCN(C(=O)c2ccc3oc(CCc4ccccc4)nc3c2)CC1 | 0 | -7 | i | i | -2 | i | -2 | i | i | i | i
CCC1Sc2ccc(S(=O)(=O)CCC(=O)Nc3ccccc3Br)cc2NC1=O (stereo not given) | -2 | -7 | i | i | -3 | i | -2 | i | i | i | i
O=C1C(=Cc2cccn2-c2ccc(O)cc2)C(=O)c2ccccc21 | . | 4.7* | i | i | -3 | i | 1 | i | i | i | i
Cc1cc2ncn(CCC(=O)NC(C)(C)C)c2cc1C | 0 | -2 | i | i | 4 | i | -4 | i | i | i | i
O=C1CC(c2ccccc2F)c2cc3c(cc2N1)CCC3 (stereo not given) | -4 | -11 | i | i | 0 | i | 1 | i | i | i | i
CCN1C(=O)C(CC(=O)Nc2ccc(OC)cc2)N(CCc2ccccc2F)C1=S (stereo not given) | -4 | -11 | i | i | 1 | i | . | i | i | i | i
CCOc1cc(C)c(Cl)cc1S(=O)(=O)NC1CC(C)(C)NC(C)(C)C1 | 0 | 1 | i | i | 4 | i | -8 | i | i | i | i
O=C(NC1CCCCC1)N1CCCC1 | -1 | -9 | i | i | -1 | i | -5 | i | i | i | i
CCCCC(=O)O[C@]1(C(=O)CO)CC[C@H]2[C@@H]3CCC4=CC(=O)CC[C@]4(C)[C@H]3[C@@H](O)C[C@@]21C | -2 | -6 | i | i | 2 | i | -8 | i | i | i | i
CCN(CC)c1ccc(NC(=O)CC2Oc3ccccc3NC2=O)c(C)c1 (stereo not given) | -1 | -4 | i | i | -8 | i | -7 | i | i | i | i
COc1cccc(OCc2cc(C(=O)N3CCN(c4ccccc4O)CC3)no2)c1 | -3 | -15 | i | i | . | i | 1 | i | i | i | i
COCC(=O)Nc1ccc2c(c1)OCC(=O)N2Cc1ccc(C)cc1 | 0 | -14 | i | i | 0 | i | 0 | i | i | i | i
CCOc1ccc(CC(=O)C2C(=O)CCCC2=O)cc1OCC | 2 | -4 | i | i | 2 | i | 6 | i | i | i | i
O=C(CC(c1ccc(F)cc1)c1ccco1)N1CCCC1 (stereo not given) | -1 | -6 | i | i | -2 | i | 6 | i | i | i | i
O=C(CN(C1CCCCC1)S(=O)(=O)c1ccc(F)cc1)Nc1ccc2c(c1)OCO2 | -4 | -13 | i | i | -1 | i | 6 | i | i | i | i
CN(C)c1ccc(C(=O)NC2(N3CCC3=O)CCCC2)cc1 | -1 | -11 | i | i | -1 | i | -4 | i | i | i | i
Cc1nn(-c2ccccc2)c(C)c1C(=O)NCc1ccccc1F | 0 | -10 | i | i | . | i | -2 | i | i | i | i
C=CCc1cccc(C=Nc2cccn3cc(-c4ccccc4)nc23)c1O | -5 | -13 | i | i | 1 | i | 2 | i | i | i | i
Nn1c(SCc2cccc(Cl)c2)nnc1-c1ccncc1 | 9 | -7 | i | i | -2 | i | 9 | i | i | i | i

In a second layout: results already given
Value order – GSK3 alpha inh	hERG protect	KCNK3 block	RGS4 act	GSK3B inh	PolyA inhibitor	DYRK1A inh	KCNK9 block	RGS4 block	KCNQ1 pot	KCNQ1 block
- O=C(CN(C1CCCCC1)S(=O)(=O)c1ccc(F)cc1)Nc1ccc2c(c1)OCO2
    -4	-13	i	i	-1	i	6	i	i	i	i
- CN(C)c1ccc(C(=O)NC2(N3CCC3=O)CCCC2)cc1
    -1	-11	i	i	-1	i	-4	i	i	i	i
- Cc1nn(-c2ccccc2)c(C)c1C(=O)NCc1ccccc1F
    0	-10	i	i	.	i	-2	i	i	i	i
- C=CCc1cccc(C=Nc2cccn3cc(-c4ccccc4)nc23)c1O
    -5	-13	i	i	1	i	2	i	i	i	i
- Nn1c(SCc2cccc(Cl)c2)nnc1-c1ccncc1
    9	-7	i	i	-2	i	9	i	i	i	i

The results go on:
Compound | GSK3 alpha inh | hERG protect | KCNK3 block | RGS4 act | GSK3B inh | PolyA inhibitor | DYRK1A inh | KCNK9 block | RGS4 block | KCNQ1 pot | KCNQ1 block
O=C(NC1CCCCC1)C(c1ccc(F)cc1)N(CCc1ccccc1)C(=O)CN1C(=O)c2ccccc2S1(=O)=O (stereo not given) | -1 | -4 | i | i | -1 | i | -5 | i | i | i | i
O=C(COC(=O)c1cccnc1)Nc1ccc(F)cc1 | 0 | 0 | i | i | 1 | i | -1 | i | i | i | i
CC(=O)c1ccc(C(=O)N(CCN(C)C)c2nc3c(Cl)cccc3s2)cc1 | 2 | -10 | i | i | -2 | i | 2 | i | i | i | i
COC(=O)c1c(C)oc(C)c1S(=O)(=O)Nc1ccccc1 | 0 | -11 | i | i | 0 | i | 0 | i | i | i | i
N#Cc1cccc(OCC(=O)NC(=O)NCc2ccccc2)c1 | 0 | -4 | i | i | -1 | i | -1 | i | i | i | i
CC1CCN(S(=O)(=O)c2nnc(NC(=O)COc3ccccc3F)s2)CC1 | 0 | -1 | i | i | -3 | i | 11 | i | i | i | i
O=C(COC(=O)/C=C/c1ccc(F)cc1)Nc1ccc2[nH]c(=O)[nH]c2c1 | -1 | -7 | i | i | -2 | i | 7 | i | i | i | i
COc1cccc2cc(C(=O)OCc3ccccc3)c(=O)oc12 | 1 | -2 | i | i | 2 | i | . | i | i | i | i
Cc1cc(C)n(CC(O)COc2ccccc2Br)n1 (stereo not given) | -3 | -2 | i | i | 1 | i | . | i | i | i | i
O=C(O)c1nn(CCSc2ccccc2F)c(=O)c2ccccc12 | 2 | -11 | i | i | -6 | i | -3 | i | i | i | i
CC(C(=O)O)N1C(=O)/C(=C/C=C/c2ccco2)SC1=S (stereo not given) | . | -11 | i | i | 0 | i | -5 | i | i | i | i
CCc1ccccc1NC(=O)CSc1n[nH]c(C)c1[N+](=O)[O-] | . | -7 | i | i | 1 | i | 4 | i | i | i | i

Copied from the listing, 2 compounds:
Compound | GSK3 alpha inh | hERG protect | KCNK3 block | RGS4 act | GSK3B inh | PolyA inhibitor | DYRK1A inh | KCNK9 block | RGS4 block | KCNQ1 pot | KCNQ1 block
O=C(NC1CCCCC1)C(c1ccc(F)cc1)N(CCc1ccccc1)C(=O)CN1C(=O)c2ccccc2S1(=O)=O (stereo not given) | -1 | -4 | i | i | -1 | i | -5 | i | i | i | i
O=C(COC(=O)c1cccnc1)Nc1ccc(F)cc1 | 0 | 0 | i | i | 1 | i | -1 | i | i | i | i

Next section:
Compound | GSK3 alpha inh | hERG protect | KCNK3 block | RGS4 act | GSK3B inh | PolyA inhibitor | DYRK1A inh | KCNK9 block | RGS4 block | KCNQ1 pot | KCNQ1 block
c1ccc(-c2n[nH]nc2-c2ccccc2)cc1 | 6 | -11 | i | i | -1 | i | 27 | i | i | i | i
Cc1ccc(N2CC(C(=O)OCC(=O)c3ccc(F)cc3)CC2=O)cc1 (stereo not given) | -2 | -6 | i | i | -2 | i | 13 | i | i | i | i
Cc1ccccc1-n1c(-c2csc3ccccc23)n[nH]c1=S | 1 | -7 | i | i | 0 | i | 3 | i | i | i | i
CN=C1C=C/C(=N/N=c2\ccn(O)cc2C)C=C1C | 5 | 0 | i | i | -4 | i | 10 | i | i | i | i
COc1ccc(C(=O)NCc2c(CC(C)C)oc(C)c2C(=O)O)cc1 | -3 | -6 | i | i | 1 | i | -2 | i | i | i | i
O=C(CSc1cn[nH]n1)Nc1ccccc1C(F)(F)F | -2 | -2 | i | i | 0 | i | 1 | i | i | i | i
COc1ccc2cc(C(=O)N3CCc4ccccc43)[nH]c2c1 | -1 | -3 | i | i | 8 | i | 7 | i | i | i | i
COc1ccc(N2CCC(CNC(=S)Nc3cccc(C)c3)C2)cc1 (stereo not given) | -3 | -4 | i | i | 5 | i | 1 | i | i | i | i
CC1CCN(S(=O)(=O)c2ccc(NC(=O)C3CSC4(C)CCC(=O)N34)cc2)CC1 (stereo not given) | -4 | -12 | i | i | 1 | i | -6 | i | i | i | i
CC1CCCCN1C(=O)Cn1c(=O)n(-c2ccc(F)cc2)c(=O)c2sccc21 (stereo not given) | 1 | -10 | i | i | -1 | i | 4 | i | i | i | i
CCN1C(c2ccc(F)cc2)=CS/C1=C(\C#N)c1nnc2n1-c1ccccc1SC2 | -1 | -4 | i | i | 1 | i | 7 | i | i | i | i
COc1ccc(F)cc1S(=O)(=O)NCCCn1ccnc1 | 1 | -5 | i | i | -3 | i | -5 | i | i | i | i
CCOC(=O)c1ccc(NCc2nc3ccccc3n2C)cc1 | 1 | -2 | i | i | -2 | i | -10 | i | i | i | i
